Compound activity deposited in PubChem BioAssay by NCI.
NCI-60 one-dose screen, 48 h, at 10 µM unless noted. Numbers give growth in % (100 = growth as untreated, 0 = no growth, -100 = all killed).
HCT-15: HCT-15 colon cancer; actives 5.2% (n = 82,000)
UO-31: UO-31 renal cancer. actives 5.2% (n = 81,000)
HT29: HT29 colon cancer; actives 7.4% (n = 81,000)
SN12C: SN12C renal cancer cells. actives 3.8% (n = 81,000). AID 1794767
HCT-116: HCT-116 colon cancer. actives 7.3% (n = 82,000). AID 1794798
786-0: 786-0 renal cancer cells; actives 5.1% (n = 81,000); AID 1794775
SW-620: SW-620 colon cancer. actives 5.2% (n = 82,000). AID 1794795
HCC-2998: HCC-2998 colon cancer. actives 4.7% (n = 79,000)
TK-10: TK-10 renal cancer cells; actives 3.9% (n = 81,000); AID 1794769
Active calls of the source: *; · = no result given; [ ] = remark or other dose. How the source made its calls: active means growth percent below 10; inactive means the rest.

SMILES	HCT-15	UO-31	HT29	SN12C	HCT-116	786-0	SW-620	HCC-2998	TK-10
Cn1ncc2c(Nc3ccc(Br)cc3)ncnc21	98	97	109	107	102	·	99	96	103
COc1cc(NCC(O)CN(CC(C)C)C2CCCC2)c2ncccc2c1 (stereo not given)	84	72	78	86	68	89	70	97	110
CCCC(C(=O)OCCN1CC(C)CC1(C)C)C1CCCC1 (stereo not given)	93	90	106	106	95	107	97	103	104
Nn1c(C(Cl)(Cl)Cl)nn2c(=O)c3cnn(-c4ccccc4)c3nc12	102	81	101	103	102	103	97	107	106
COc1ccc(N=Nc2c(N)nn3c2NC2=C(CCC/C2=C/c2ccc(Cl)cc2)C3c2ccc(Cl)cc2)cc1 (stereo not given)	103	84	102	97	108	106	98	110	114
C=C(C)[C@@H]1CC=C2c3sc(-c4cccc(O)c4)nc3C[C@@H](C)[C@]2(C)C1	92	94	104	96	103	104	104	127	107
C=C(OC1C(C(C)C)CCC2(C)C1[O+]2c1ccc(C(C)C)cc1)C(O)(CCC(C)(O)C(=O)OC1(C(C)C)CC=C(C)CC1)C(C)C (stereo not given)	103	91	102	106	97	99	100	115	100
CCC(=O)c1ccccc1C	110	118	103	110	97	108	110	100	100
C(#CCN1CCCC1)CCCN1CCCC1	104	91	103	102	110	109	104	103	104
CCCCCCCCCc1nc(N)nc(N)n1	96	76	98	92	105	98	102	114	98
O=[N+]([O-])c1ccccc1N=Nc1ccc(O)cc1O	112	66	112	107	100	108	116	·	140
COc1ccc(OC)c(NC(=O)OCc2ccc3c(c2)OCO3)c1	97	76	99	95	97	98	113	111	106
Cc1ccc(Cl)c(-n2c(SCC(=O)Nc3ccc(S(=O)(=O)Nc4nccc(C)n4)cc3)nc3ccccc3c2=O)c1	104	89	105	98	103	104	110	99	110
Cc1ccccc1CCCCn1ccc(=O)[nH]c1=O	99	88	106	99	102	103	98	95	91
COc1ccc(/C=C/C(=O)c2ccc(O)c(CN3CCN(c4cc5c(cc4F)c(=O)c(C(=O)O)cn5C4CC4)CC3)c2)cc1	19	3.2*	11	7.5*	9.4*	28	17	44	53
CC(C)=CCC/C(C)=C/CSc1nnc(-c2c(C)nc3ccc(Cl)cn23)o1	71	60	108	90	88	100	98	95	86
Cc1ccc(S(=O)(=O)Nn2c3c(cc(-c4nc5ccccc5s4)c2=O)CCCC3)cc1	94	73	105	98	95	98	101	100	129
CC(=O)Nc1cccc(-c2nc3ccc(-c4ccc(O)cc4)cc3[nH]2)c1	45	57	76	48	55	57	77	64	83
C=C(C)[C@@H]1CC[C@]2(C(=O)N[C@@H](Cc3cc4ccccc4[nH]3)C(=O)OC)CC[C@]3(C)[C@H](CC[C@@H]4[C@@]5(C)CCC(=O)C(C)(C)[C@@H]5CC[C@]43C)[C@@H]12	75[100 µM]	39[100 µM]	54[100 µM]	54[100 µM]	33[100 µM]	60[100 µM]	68[100 µM]	68[100 µM]	81[100 µM]
CCCCCCn1c(O)c(N=Nc2nc(-c3cc4ccccc4oc3=O)cs2)c2cc(Br)ccc21	100	91	117	104	111	105	120	110	117
C=CCn1c(SCC(=O)Nc2ccc(/C(C)=N\O)cc2)nnc1-c1cc(-c2ccc(OC)cc2)nc2ccccc12	36	15	42	44	·	33	39	46	37
CC1C(c2ccccc2)OCN1CC=C(c1ccsc1)c1ccsc1 (stereo not given)	89	48	75	59	57	84	95	70	95
N#Cc1c(N)sc(N)c1C#N	101	84	·	105	101	105	111	94	113
Cc1cc2c(n1Cc1ccccc1)CSCC2=O	78[100 µM]	50[100 µM]	93[100 µM]	87[100 µM]	57[100 µM]	68[100 µM]	91[100 µM]	97[100 µM]	88[100 µM]
COc1ccc2c(c1)NC(=O)CN2c1nc(C)nc2ccccc12	9.2*	27	3.4*	25	0.5*	20	22	17	15
CSc1ccccc1NC(=O)CN(C)Cc1c(O)ccc2cc(Br)ccc12	113	87	103	96	95	94	105	105	115
CC(=O)OC1CCC2C3CCC4OC(=O)CCC4(C)C3CCC12C (stereo not given)	100	103	108	94	101	98	103	95	111
CC(=O)c1cc2c(c(O)c1C)C(=O)C(=O)c1c(O)cccc1-2	-61*	-97*	-15*	-41*	-86*	-79*	-69*	-84*	·
CSC(=N\N=C\c1c(F)cccc1Cl)/N=C/N(C)C	97	96	102	94	113	106	99	107	131
COc1ccc(/C=c2\nc3n(-c4ccccc4)c4n(n-3c2=O)C(=O)C(Cc2c[nH]c3ccccc23)N=4)cc1 (stereo not given)	102	66	115	97	94	107	102	105	161
CCCNC(=O)CC1CCN(C(=O)C2CC3CCC(OC)CC3N2)CC1 (stereo not given)	103	67	80	104	·	103	109	86	104
Cc1ccc(C2=NN3C(C2)c2ccccc2OC3c2ccc3noc(-c4ccc(Cl)cc4)c3c2)cc1 (stereo not given)	103	91	107	110	104	104	114	109	114
NC1(C(=O)O)CCc2ccccc21 (stereo not given)	101	81	101	108	101	99	109	111	104
NNC(=O)CNC(=O)Cc1ccccc1	109	94	99	99	99	106	98	104	102
CCN1CCN(c2nc(O)c(/C=C3\C=Nc4ccccc43)s2)CC1	88	95	96	92	92	102	100	110	105
Cc1ccc(C)c(Cn2c(N3CCC(C(=O)NCc4cccs4)CC3)nc3ccccc32)c1	96	80	101	98	92	85	101	·	104
COC(=O)c1cc(=O)nc(NN=C2CCCCC2)s1	100	95	107	101	92	103	108	115	111
CCOC(=O)Sc1ncnc2nc[nH]c12	83	41	60	82	31	18	68	26	23
COC(=O)CC1CC1CCc1c(-c2ccc(F)cc2)c2ccccc2n1C(C)C (stereo not given)	84	83	89	93	62	89	91	113	101
N#CCC(=O)NNc1nc2ccccc2nc1Cl	101	75	99	95	99	99	100	106	109
CCOC(=O)CC(C(C)=O)C(=O)Nc1ccccc1 (stereo not given)	104	80	93	101	94	95	99	97	101
COC(=O)c1ccc(C(=O)Nc2sc3c(c2C(N)=O)CCCC3)cc1	97	89	101	90	106	97	107	110	106
O=C(c1ccccc1)C(Nc1ccccc1)c1ccccc1 (stereo not given)	98	67	86	·	87	97	98	101	94
CC(=N/NC(=O)c1ccncc1)/C(C)=N/O	110	89	94	98	99	98	100	111	91
O=S(=O)(Oc1ccc(-c2cn3ccsc3n2)cc1)c1ccc(F)cc1	91	92	105	103	105	99	106	115	111
Cc1ccc2c(C3C(C#N)=C(N)Oc4n[nH]c(C)c43)cc(=O)oc2c1 (stereo not given)	94	85	107	98	99	98	104	111	101
Cc1ccc(S(=O)(=O)N(C)C(CCCOc2ccccc2)CCCOc2ccccc2)cc1	88	78	80	91	67	89	92	95	89
C[C@H]1[C@H]2C3=CC[C@@H]4[C@@]5(C)C/C(=C/c6ccncc6)C(=O)C(C)(C)[C@@H]5CC[C@@]4(C)[C@]3(C)CC[C@@]2(C(=O)N2CCN(C)CC2)CC[C@@H]1C	66	62	47	79	55	81	83	83	86

13 entries from above in a different format:
compound | HCT-15 | UO-31 | HT29 | SN12C | HCT-116 | 786-0 | SW-620 | HCC-2998 | TK-10
Cn1ncc2c(Nc3ccc(Br)cc3)ncnc21 | 98 | 97 | 109 | 107 | 102 | · | 99 | 96 | 103
COc1cc(NCC(O)CN(CC(C)C)C2CCCC2)c2ncccc2c1 (stereo not given) | 84 | 72 | 78 | 86 | 68 | 89 | 70 | 97 | 110
CCCC(C(=O)OCCN1CC(C)CC1(C)C)C1CCCC1 (stereo not given) | 93 | 90 | 106 | 106 | 95 | 107 | 97 | 103 | 104
Nn1c(C(Cl)(Cl)Cl)nn2c(=O)c3cnn(-c4ccccc4)c3nc12 | 102 | 81 | 101 | 103 | 102 | 103 | 97 | 107 | 106
COc1ccc(N=Nc2c(N)nn3c2NC2=C(CCC/C2=C/c2ccc(Cl)cc2)C3c2ccc(Cl)cc2)cc1 (stereo not given) | 103 | 84 | 102 | 97 | 108 | 106 | 98 | 110 | 114
C=C(C)[C@@H]1CC=C2c3sc(-c4cccc(O)c4)nc3C[C@@H](C)[C@]2(C)C1 | 92 | 94 | 104 | 96 | 103 | 104 | 104 | 127 | 107
C=C(OC1C(C(C)C)CCC2(C)C1[O+]2c1ccc(C(C)C)cc1)C(O)(CCC(C)(O)C(=O)OC1(C(C)C)CC=C(C)CC1)C(C)C (stereo not given) | 103 | 91 | 102 | 106 | 97 | 99 | 100 | 115 | 100
CCC(=O)c1ccccc1C | 110 | 118 | 103 | 110 | 97 | 108 | 110 | 100 | 100
C(#CCN1CCCC1)CCCN1CCCC1 | 104 | 91 | 103 | 102 | 110 | 109 | 104 | 103 | 104
CCCCCCCCCc1nc(N)nc(N)n1 | 96 | 76 | 98 | 92 | 105 | 98 | 102 | 114 | 98
O=[N+]([O-])c1ccccc1N=Nc1ccc(O)cc1O | 112 | 66 | 112 | 107 | 100 | 108 | 116 | · | 140
COc1ccc(OC)c(NC(=O)OCc2ccc3c(c2)OCO3)c1 | 97 | 76 | 99 | 95 | 97 | 98 | 113 | 111 | 106
Cc1ccc(Cl)c(-n2c(SCC(=O)Nc3ccc(S(=O)(=O)Nc4nccc(C)n4)cc3)nc3ccccc3c2=O)c1 | 104 | 89 | 105 | 98 | 103 | 104 | 110 | 99 | 110

Carrying on:
SMILES	HCT-15	UO-31	HT29	SN12C	HCT-116	786-0	SW-620	HCC-2998	TK-10
CC(C)(Cl)CCC1=C(Cl)C(=O)c2ccccc2C1=O	23	37	115	80	17	101	7.9*	74	124
O=S(=O)(NCCCNc1nccc(-c2c(-c3ccc(O)cc3)nc3sccn23)n1)c1ccc(F)cc1	10.0*	9.2*	7.7*	10	-40*	16	9.7*	-11*	27
Cc1cc(Nc2ccc(F)cc2)nc(N2CCN(c3ccnc4cc(Cl)ccc34)CC2)n1	9.8*	3.9*	1.4*	30	4.9*	24	23	26	8.3*
COc1ccc(/C=C2\SC(=O)N(Cc3cc4ccccc4nc3Cl)C2=O)cc1	108	79	121	98	122	111	112	107	110
CC(C)NC1=C(Cl)C(=O)c2ccccc2C1=O	104	86	104	104	96	108	113	107	119
COc1ccc(Nc2ncc(C(N)=O)c(NCCCNC(=O)C3CCC3)n2)cc1	82	2.4*	71	31	54	74	51	98	34
CN(C)c1ccc(CSc2ccccc2)cc1	92	79	98	98	106	93	100	100	96
Cc1ccccc1C(=O)Nc1ccc(Cl)cc1	96	88	80	104	108	93	100	99	74
O=S(=O)(NC1C2c3ccccc3C(c3ccccc32)C1O)c1ccccc1 (stereo not given)	98	70	105	100	102	100	101	101	111
COc1ccc(/C=C\C(CC(NO)c2ccc(OC)cc2)=N/O)cc1 (stereo not given)	101	87	106	110	95	113	111	107	106
COC(=O)CNC(=O)c1ccc(-n2cc(-c3ccccc3)nn2)cc1	102	88	100	108	107	105	102	108	101
COC1OC(CO)C(OC)C(O)C1NC(O)COCCOC(O)CNC(=S)N=Nc1c(O)[nH]c2ccc(F)cc12 (stereo not given)	102	79	111	99	108	107	98	114	134
Cc1[nH]c(C2CC(c3ccccc3)=NN2c2ccc(Cl)cc2)c(C)c1C(=O)NCC(F)(F)F (stereo not given)	80	73	91	97	90	83	104	101	113
C[C@H](CCC(=O)O)[C@H]1CC[C@@]2(C)[C@@H]3C(=O)C[C@H]4C(C)(C)[C@@H](O)CC[C@]4(C)[C@H]3C(=O)C[C@]12C	97	90	100	97	101	100	99	98	96
CCCNC(=S)Nc1ccccc1	104	92	107	99	102	104	103	108	112
Cc1ccc(Nc2nn3c(=O)c4cc(Cl)ccc4nc3s2)cc1	100	98	96	·	97	88	99	·	96
CCC(C)C(N)C(=O)NC(CC(C)C)C(=O)N1CCCC1C(=O)NC(Cc1c[nH]c2ccccc12)C(=O)NC(CCCCN)C(=O)NC(Cc1c[nH]c2ccccc12)C(=O)N1CCCC1C(=O)NC(Cc1c[nH]c2ccccc12)C(=O)NC(Cc1c[nH]c2ccccc12)C(=O)N1CCCC1C(=O)NC(Cc1c[nH]c2ccccc12)C(=O)NC(CCCNC(=N)N)C(=O)NC(CCCNC(=N)N)C(N)=O (stereo not given)	106	68	84	101	95	102	108	101	124
Nc1c(C(=O)Nc2cccc3cnccc23)sc2nc3c(cc12)CN(Cc1ccccc1)CC3	107	76	108	97	100	109	104	115	140
Cn1cnc([N+](=O)[O-])c1S(=O)(=O)NCN1CCOCC1	102	86	108	97	99	91	104	118	111
CCCCn1c(C)nc2ccc(Nc3nc(N4CCN(C)CC4)nc4nc[nH]c34)cc21	110	84	91	87	76	93	92	84	104
N#Cc1c(-c2ccccc2)[nH]c(=S)[nH]c1=O	108	86	107	101	103	109	105	105	102
CC1=NN(C2=NC(=O)C(CC(=O)Nc3ccccc3C(F)(F)F)S2)C(c2ccc(N(C)C)cc2)C1 (stereo not given)	17	42	41	46	30	61	60	66	71
Nc1ccc(N(O)/C=C2\C=CC=CC2=O)cc1N	87	62	172	101	85	92	105	93	133
Cc1nnc(N2CCN(c3ccccc3)CC2)c2ccccc12	98	108	98	100	113	100	107	109	97
O=C(COc1ccc(Cl)cc1Cl)N1N=C(c2ccc(Cl)cc2Cl)CC1(O)c1cc(F)c(Cl)cc1Cl (stereo not given)	158	76	116	155	95	101	116	124	139
CS(=O)(=O)Nc1cccc(-n2cnc3cc(-c4ccc(O)cc4)ccc32)c1	31	44	16	41	34	45	46	64	93
C=CCn1cc(C2C(Cl)C(=O)N2c2ccc(N3CCOCC3=O)cc2)c2ccccc21 (stereo not given)	99	70	111	105	99	116	109	113	135
O=C1Nc2ccc(Cl)cc2[C@@](C#CC2CC2)(C(F)(F)F)O1	83	116	87	86	83	97	107	108	106
NC(=O)C(CO)c1ccccc1 (stereo not given)	97	93	99	99	94	100	101	97	105
CCCCc1nc2c(N)nc3ccccc3c2n1Cc1cccc(CN)c1	56	70	17	69	23	67	53	60	90
N/C(=N\S(=O)(=O)c1cccc(C(F)(F)F)c1)Nc1nc2ccccc2s1	98	81	101	96	99	99	100	104	97
Cc1c(C(C)(C)O)cn2ncnc(Oc3ccc(NC(=O)NCCN4CCOCC4)c(Cl)c3)c12	96	83	100	91	99	111	101	115	98
COc1ccc2c(c1)CCCC21C(=O)Nc2ccccc21 (stereo not given)	97	82	87	101	102	99	107	112	95

Outcome played no part in choosing rows; any-hit rate near 12%.
